ALDH1A1 block = qHTS Assay for Inhibitors of Aldehyde Dehydrogenase 1 (ALDH1A1); AID 1030, 2008; Purified ALDH1A1, NADH fluorescence, propionaldehyde substrate; Aldehyde dehydrogenase 1A1 (Homo sapiens), P00352; Potency, µM (highest dose often 75.3 µM), without a hit: top-dose activity, negative = inhibition, actives largely listed as inhibitors; 7.3% of 220,000 active; active = well fitted inhibition curve with a large enough effect, not every such curve was filed as active; inconclusive = small, poorly fitted or top-dose-only effect, or another doubt; inactive = no such curve, though single readings can be large or run the other way;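 also: plate controls were no enzyme wells and a reference inhibitor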
Target sequence (P00352 whole entry, looked up): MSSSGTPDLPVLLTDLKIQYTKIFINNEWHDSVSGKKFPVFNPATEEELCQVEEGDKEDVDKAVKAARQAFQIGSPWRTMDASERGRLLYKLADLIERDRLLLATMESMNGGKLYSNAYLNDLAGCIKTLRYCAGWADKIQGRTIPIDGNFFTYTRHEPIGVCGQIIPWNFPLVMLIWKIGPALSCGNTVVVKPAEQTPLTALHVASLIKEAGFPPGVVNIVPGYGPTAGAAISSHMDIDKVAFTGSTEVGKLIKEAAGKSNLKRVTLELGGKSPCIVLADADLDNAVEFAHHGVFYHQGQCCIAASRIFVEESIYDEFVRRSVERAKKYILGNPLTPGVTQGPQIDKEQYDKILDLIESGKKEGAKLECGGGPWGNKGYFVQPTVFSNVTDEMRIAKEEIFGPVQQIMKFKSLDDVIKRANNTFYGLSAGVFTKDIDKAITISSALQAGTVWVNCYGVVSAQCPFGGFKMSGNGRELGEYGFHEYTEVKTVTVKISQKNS
HTT cytoprotect = qHTS Multiplex Assay to Identify Dual Action Probes in a Cell Model of Huntington: Cytoprotection (ATP); 0.14% of 230,000 active; Potency, µM (top dose mostly 56.4 µM), without a hit: cytoprotection (ATP increase), hits mostly activators; PC12 HTT-Q103 induced, cytoprotection, ATP luminescence, 40 h; AID 1471, 2008;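 also: % of control where 0% means no effect; nearly all actives have a fitted effect of over 45% in size; toxic huntingtin expression switched on by the ecdysone agonist tebufenozide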
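Stable PC12 Q103-GFP cells in serum-supplemented, phenol red-free DMEM; induction by tebufenozide at 100 nM final; compound dose series; cell viability quantified luminescently from ATP.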
JMJD2E inh = qHTS Assay for Inhibitors of Human Jumonji Domain Containing 2E (JMJD2E); JMJD2E catalytic domain, FDH-coupled NADH fluorescence (FDH is formaldehyde dehydrogenase); AID 2147, 2009; 1.6% of 230,000 active; Potency, µM (top dose mostly 57.1 µM), for the others: at the highest dose activity change, negative = inhibition, usual class: inhibitors; active = well fitted inhibition curve with a large enough effect, not every such curve was filed as active; inconclusive = small, poorly fitted or top-dose-only effect, or another doubt; inactive = no such curve, though single readings can be large or run the other way;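 also: 0% = wells with enzyme and -100% = buffer wells without enzyme; nearly all actives have a fitted effect of over 50% in size; many of its hits are not listed in these tables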
Target sequence (B2RXH2 1-337 limits assumed): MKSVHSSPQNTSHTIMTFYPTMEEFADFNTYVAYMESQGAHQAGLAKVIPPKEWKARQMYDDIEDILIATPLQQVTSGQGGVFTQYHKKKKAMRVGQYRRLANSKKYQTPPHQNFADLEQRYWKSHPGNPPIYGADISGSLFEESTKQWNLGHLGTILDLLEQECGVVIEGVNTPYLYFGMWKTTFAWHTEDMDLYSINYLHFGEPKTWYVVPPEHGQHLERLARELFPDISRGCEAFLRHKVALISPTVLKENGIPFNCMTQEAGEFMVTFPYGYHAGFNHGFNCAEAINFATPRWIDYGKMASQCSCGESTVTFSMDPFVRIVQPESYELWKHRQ
Tau fibril FP = qHTS for Inhibitors of Tau Fibril Formation, Fluorescence Polarization; Microtubule-associated protein tau (Homo sapiens), P10636; AID 1468, 2008; Potency, µM (top dose mostly 57.7 µM), for inactives: top-dose activity, negative = inhibition, actives largely listed as inhibitors; K18 P301L tau heparin fibrillization, Alexa594 FP, 6 h; 0.39% of 280,000 active; also: % is scaled to controls: 0 for no effect and ±100 for the full control effect; nearly all actives have a fitted effect of over 55% in size
Target sequence (P10636 561-689 P618L limits assumed): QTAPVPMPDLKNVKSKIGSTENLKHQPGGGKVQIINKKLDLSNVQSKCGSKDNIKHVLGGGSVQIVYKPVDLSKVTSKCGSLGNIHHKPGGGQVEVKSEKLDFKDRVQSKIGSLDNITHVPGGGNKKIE
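Human K18 P301L fragment (15 uM unlabeled plus 0.24 uM Alexa 594-labeled) in 100 mM sodium acetate pH 7 with compound, aggregation induced by 20 uM heparin for 6 hr at 37 C. ThT (30 uM) added for 1 hr, then Alexa 594 FP read.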
Tau fibril ThT = qHTS for Inhibitors of Tau Fibril Formation, Thioflavin T Binding. Microtubule-associated protein tau (Homo sapiens), P10636. recombinant tau K18 P301L, heparin-induced fibrillization, ThT fluorescence. Potency, µM (highest dose often 57.4 µM), without a hit: at the highest dose activity, negative = inhibition, hits mostly inhibitors. 2.1% of 270,000 active. AID 1460, 2008; also: % is scaled to controls: 0 for no effect and ±100 for the full control effect; nearly all actives have a fitted effect of over 55% in size
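Using a mix of unlabeled (15 uM) and Alexa 594-labeled (0.24 uM) tau K18 P301L, heparin-triggered fibrillization over 6 hr at 37 C was scored by ThT fluorescence.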
Tau fluor counter = Counterscreen qHTS for Inhibitors of Tau Fibril Formation, Fluorescence Polarization; tau K18 P301L Alexa594 fluorescence, heparin fibrillization; 0.93% of 280,000 active; AID 1463, 2008; Potency, µM (series often up to 57.7 µM), for inactives: at the top dose activity change, negative = decrease; also: % is scaled to controls: 0 for no effect and ±100 for the full control effect; nearly all actives have a fitted effect of over 55% in size
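Human tau K18 P301L (15 uM unlabeled, 0.24 uM Alexa 594-labeled) in 100 mM sodium acetate pH 7 with 20 uM heparin, 6 hr at 37 C. ThT 30 uM added, 1 hr ambient; Alexa 594 FP and total fluorescence read at 555/632 nm.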
SMN2 splice enh = qHTS Assay for Enhancers of SMN2 Splice Variant Expression. 2.8% of 210,000 active. Potency, µM (titrated, usually from 46.1 µM), without a hit: at the top dose activity change, positive = activation, actives largely listed as activators. HEK293 SMN2-luciferase splicing reporter, luminescence, 30-36 h; also: % of control where 0% means no effect; nearly all actives have a fitted effect of over 55% in size
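qHTS luciferase splicing reporter: luminescence rises when SMN2 exon 7 is included in transfected HEK293 cells. Compound exposure lasted 30-36 h at 37C, with 4.5 mM final sodium butyrate as control, followed by a ONE-Glo read.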
HttQ103 aggreg = qHTS Multiplex Assay to Identify Dual Action Probes in a Cell Model of Huntington: Aggregate Formation (GFP); PC12 HttQ103-GFP aggregates, Acumen cytometry, 40 h; Potency, µM (titrated, usually from 46.1 µM), without a hit: top-dose activity change, negative = inhibition, usual class: inhibitors; 1.1% of 220,000 active; also: % is scaled to controls: 0 for no effect and ±100 for the full control effect; nearly all actives have a fitted effect of over 60% in size
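Steps: seed 1500 PC12 HTTQ103-GFP cells/well; add tebufenozide, 100 nM final; add compound titration; add ATPLite reagent; quantify GFP aggregates by laser scanning cytometry.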
The depositor's hits bear a star; ? = inconclusive; / = no result given; & = joins results of further samples; [ ] = another dose, or the depositor's remark. Unless noted, calls follow the shape of the dose curve; as a rule, active = well fitted curve in the direction sought with a large enough effect; inconclusive = small, poorly fitted or top-dose-only effect, or another doubt; inactive = no such curve, though single readings can be large; an effect the other way counts as inactive or inconclusive. Potency is read from the fitted curve at half-maximal effect. Only part of the results is shown; count on the stated rates, not on these rows.

SMILES	ALDH1A1 block	HTT cytoprotect	JMJD2E inh	Tau fibril FP	Tau fibril ThT	Tau fluor counter	SMN2 splice enh	HttQ103 aggreg
Cc1nnc(NC(=O)c2ccc3c(c2)OCO3)s1	-22%	8%[10 µM]	-1%	1%	?	-8%	/	27%[9.22 µM]
CCOC(=O)c1c(N)sc(-c2ccccc2)c1C	?	-20%[10 µM]	-1%	6%	25µM*	?	14%	-15%
S=C1CCSc2ccc(Cl)cc2N1	-3%	16%	3%	5%	-12%	-11%	-21%	17%
Cc1ccccc1C(=O)N/N=C/c1ccccn1	-5%	-9%[10 µM]	?	-1%	-9%	0%	11µM*	-31%
O=C(C(=O)N1CCN(c2ccc(F)cc2)CC1)c1c[nH]c2ccccc12	-2%	-10%	-2%	1%	-2%	-30%	-21%	32%
Nc1nc(SCC(=O)NCCOCCO)nc2sc3c(c12)CCCC3	?	1%[10 µM]	1%	-6%	-2%	-2%	/	-1%[9.22 µM]
Nc1ccc(C(=O)OCc2nc3c(ccc4ccccc43)[nH]2)cc1	8%	?	5%	4%	-9%	?	154%	?
Cc1ccc2nc(C)cc(N/N=C/c3cccnc3)c2c1	5%	17%[10 µM]	2%	-4%	4%	4%	/	-26%[9.22 µM]
S=C(Nc1ccc2nc(-c3ccccn3)c(-c3ccccn3)nc2c1)N1CCCCC1	?	-61%[inhibitor][10 µM]	10%	7%[2.34 µM]	4%	7%[2.34 µM]	/	?
O=S1(=O)CCN2C=C(Cl)C=C(Cl)C2=N1	?	/	?	-7%	7%	6%	12%	12%
Cc1ccc(N(C)S(=O)(=O)c2c(-c3ccccc3)csc2C(=O)O)cc1	/	/	/	1%	-15%	-7%	5%	/
Cc1cccc(NC(=O)CSc2nnc(C)n2Cc2ccccc2)c1	-10%	-4%	-7%	1%	-7%	-5%	-12%	11%
CCOC(=O)c1cc(OC(=O)c2cccnc2)n(-c2ccccc2)n1	?	4%	2%	2%	0%	-4%	28%	-11%
COc1ccc(-c2nnc(N3CCCCC3)c3ccccc23)cc1	-8%	-3%	4%	2%	-11%	-11%	-31%[inhibitor]	1%
COc1cccc2c(C)nc(Nc3nc(CSc4nnc(C)s4)cc(=O)[nH]3)nc12	?	-9%	0%	-1%	-13%	-8%	-31%[inhibitor]	18%
COCCCNC(=O)CCn1c(=O)c2ccccc2n(CC(=O)NCCC2=CCCCC2)c1=O	?	15%	-11%	-3%	-4%	-6%	-5%	-1%
Cc1ccc2[nH]c(=O)c(CN(C)C(=O)c3ccccn3)cc2c1	?	-5%	?	9%	3%	3%	8%	-1%
COc1ccc2[nH]c(=O)c(C(c3nnnn3CC3CCCO3)N3CCc4ccccc4C3)cc2c1 (stereo unspecified)	?	-29%[10 µM]	?	-3%	-16%	-5%	?	-2%
CCc1ccc(Oc2coc3cc(OCC(=O)Nc4cc(C)ccc4C)ccc3c2=O)cc1	/	-30%[10 µM]	2%	-3%	0%	3%	/	-15%
COc1ccc(-c2nc(Cn3c(SCc4ccc(C)cc4)nc4ccncc43)c(C)o2)cc1OC	?	-94%[inhibitor]	?	?	?	-12%	16%	-13%
Cn1c(=O)n(C)c2cc(N3CCOCC3)c(NC(=O)c3ccc(C(C)(C)C)cc3)cc21	/	/	/	-2%	?	-27%	?	/
CS(=O)(=O)N(CC(=O)NCC1CCCO1)c1cc(Cl)c(Cl)cc1Cl (stereo unspecified)	-3%	-2%[10 µM]	3%	1%	-3%	-4%	/	-11%[9.22 µM]
COc1ccc(CCNC(=S)Nc2ccc(C)cc2C)cc1	-6%	29%[10 µM]	5%	-7%	-15%	-17%	6%	?
CC(C)Cn1nc(NC(=O)c2cccs2)c2cc3ccccc3nc21	/	0%[10 µM]	?	?	?	?	/	-14%[9.22 µM]
O=C1C=C(c2cccs2)C[C@H](c2ccccc2)[C@H]1n1nnc([N+](=O)[O-])n1	7.9µM*	-6%[10 µM]	?	11%	-15%	-25%	-29%	-30%
Brc1cnc2nc(SCc3nc4ccccc4[nH]3)[nH]c2c1	/	5%[10 µM]	5%	-7%	/	-5%	/	21%[9.22 µM]
CCOC(=O)c1c(NC(=O)CN2C(=O)NC(C)(c3ccc(Cl)cc3)C2=O)sc(C(=O)NC)c1C (stereo unspecified)	9%	14%[10 µM]	-24%	-2%	?	-14%	6%	-19%
O=S(=O)(c1cccc(-c2cn3cccnc3n2)c1)N1CCOCC1	?	-2%	?	1%	-2%	5%	-2%	-3%
Cn1cc(Br)c(C(=O)NN2C(=O)C3C4C=CC(C5CC45)C3C2=O)n1 (stereo unspecified)	6%	1%	-3%	-8%	0%	-4%	/	-20%
CN(C)Cc1ccccc1-c1cc(-n2ccnc2)ncn1	?	15%	?	-2%	?	-18%	4%	/
NS(=O)(=O)c1ccc(CCNS(=O)(=O)c2ccccc2)cc1	8.9µM*	-23%	-2%	2%	5%	6%	22%	-7%
CCOc1ccc(NC(=O)CCNS(=O)(=O)c2cccc3nsnc23)cc1	/	/	/	-1%	-12%	-16%	-2%	/
CC(C)OC(=O)c1cc(NC(=O)c2nn(C)cc2Br)cc(C(=O)OC(C)C)c1	?	-29%[10 µM]	-15%	-13%	4%	-23%	7%	-12%
CCOC(=O)c1[nH]c2ccc(F)cc2c1NC(=O)Nc1ccccc1OC	3%	6%[10 µM]	?	-3%	6%	-2%	?	13%
CC(C)Cc1nc2c(nnn2Cc2ccccc2F)c(=O)[nH]1	/	-9%[10 µM]	-6%	6%	/	-20%	/	-18%[9.22 µM]
COC(=O)CCC/C=C1/SCC(NC(=O)c2ccccc2)/C1=N/O (stereo unspecified)	-14%	11%[10 µM]	1%	0%	2%	5%	/	21%[9.22 µM]
C=C(C)Cn1c(CCNC(=O)CC)nc2ccccc21	5%	3%[10 µM]	-4%	0%	-4%	5%	3%	2%
CC1(C)Cc2c(sc(NC(=O)c3ccc4ncsc4c3)c2C(N)=O)C(C)(C)N1	-6%	-29%	-11%	-6%	1%	-4%	?	?
C=CCNC(=S)NCCO	/	-1%[10 µM]	-1%	-1%	-3%	-8%	/	-5%[9.22 µM]
Cc1nc2ccc(NC(=O)c3cccnc3)cc2s1	0%	-30%	-1%	-6%	?	-10%	10%	-28%
O=C(Nc1nc(-c2cccs2)cs1)c1ccc(Cl)cc1	-2%	-29%	-17%	-14%	?	?	6%	?
CC1(N2CCCCC2)C(=O)c2ccccc2C1=O	4%	21%[10 µM]	4%	8%	-4%	-11%	3%	11%
O=C(O)CCc1ccc(-c2ccccc2)n1NC(=O)c1ccco1	?	13%	?	-8%	-9%	-1%	?	-13%
S=C(NCCc1ccccc1)Nc1ccccc1N1CCOCC1	?	15%[10 µM]	3%	7%	12%	9%	-20%	-6%
O=C(c1ccc(F)c(S(=O)(=O)N2CCOCC2)c1)N(c1ccccc1)c1ccccn1	0%	-5%	8%	4%	-3%	-2%	6%	-10%
Cc1cc(NC(=O)c2cc(-c3cccnc3)nc3c(C)c(C)ccc23)no1	?	-13%	?	?	-4%	-14%	0%	-5%
Cc1ccccc1NC(=O)CS(=O)(=O)c1cn(CC(=O)N2CCOCC2)c2ccccc12	-3%	-40%[inhibitor]	3%	-6%	-1%	1%	-25%	-14%
COc1ccc(S(=O)(=O)Nc2cc(C)nn2-c2ccccc2)cc1	-1%	-8%	3%	1%	7%	0%	9%	-1%
O=C(c1cccs1)N1CCn2c1nc1ccccc12	6%	-37%	-2%	-7%	-19%	-1%	13µM*	-8%
CCN(CC)c1ccc(/C=N/NC(=O)c2ccoc2C)c(O)c1	/	-86%[inhibitor][10 µM]	11µM*	11%	?	?	/	?
C=CCNC(=S)/N=c1\sccn1C	-3%	-15%	-2%	-11%	-2%	-9%	5%	15%
C/C(=N\NC(=O)C(N)=O)c1ccc(Br)cc1	10%	/	8%	-3%	?	-1%	-1%	5%
CC(=O)N1CCc2c(sc(NC(=O)CN3C(=O)CCC3=O)c2C(N)=O)C1	?	26%[10 µM]	?	-10%	-12%	-2%	2%	-7%
COCCSc1ccccc1C(=O)NCc1ccc2c(c1)OCO2	-9%	-24%	-1%	-9%	-6%	-4%	-3%	-10%
COCC1=C2c3ccccc3[C@H](C[N+](=O)[O-])C(C(=O)OC)(C(=O)OC)CC2C2C(=O)N(c3ccccc3)C(=O)C2C1 (stereo partly specified)	10%&-10%	-5%	?	3%&-2%	-1%&0%	-6%&-7%	11%&9%	/
Brc1ccc2ncnc(Nc3cccc4ccccc34)c2c1	?	-31%	2%	10%	11%	-1%	-71%[inhibitor]	18%
Cc1ccc(S(=O)(=O)NCCN2CCOCC2)cc1C	?	18%[10 µM]	-12%	-3%	-5%	0%	38%	-10%
CCOC(=O)N1CCN(C(=O)CSc2ccc3nnc(-c4ccncc4)n3n2)CC1	-1%	-36%	?	-15%	-11%	-10%	6%	-8%
COc1cccc(C(=O)N/N=C(/c2ccccc2)c2ccccn2)c1	-6%	-58%[inhibitor]	-30%	5%	-25%	-15%	-53%[inhibitor]	?
Cc1ccc(Nc2cc(C)c(C#N)c3nc4ccccc4n23)c(C)c1	/	/	/	0%	-16%	-21%	1%	/

Results in Tau fibril FP, HTT cytoprotect and HttQ103 aggreg (2 entries from above):
smiles,Tau fibril FP,HTT cytoprotect,HttQ103 aggreg
CC(=O)N1CCc2c(sc(NC(=O)CN3C(=O)CCC3=O)c2C(N)=O)C1,-10%,26%[10 µM],-7%
COCCSc1ccccc1C(=O)NCc1ccc2c(c1)OCO2,-9%,-24%,-10%
